Assay outcomes as filed in PubChem.
GSH fluor: compound fluorescence on glutathione beads, profiling panel, artefact control, biophysical, 488/530 nm, flow cytometry; hit rate 0.25% among 190,000; fluorescence (KMESF) at 10 µM; GSH beads flow cytometry, compound fluorescence 488/530 nm; active compounds read high; AID 1776, 2009; in the data active = fluorescence above about 89;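 note: glutathione beads carrying GST-tagged Bcl family fusion proteins plus one bare bead set; values are compound well signal with DMSO vehicle wells as background; inactives centre near 16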
ABCG2 block: ABCG2 efflux pump inhibitors, primary screen, multiplex with ABCB1, IgMXP3 cells, flow cytometry | inhibition, % at 6.6 µM | JC-1 efflux | Broad substrate specificity ATP-binding cassette transporter ABCG2 (Homo sapiens), Q9UNQ0 | hit rate 0.1% among 190,000;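 active = inhibition above 80%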;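 note: 0% = DMSO and 100% = nicardipine control wells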
Target sequence (Q9UNQ0 whole entry, looked up): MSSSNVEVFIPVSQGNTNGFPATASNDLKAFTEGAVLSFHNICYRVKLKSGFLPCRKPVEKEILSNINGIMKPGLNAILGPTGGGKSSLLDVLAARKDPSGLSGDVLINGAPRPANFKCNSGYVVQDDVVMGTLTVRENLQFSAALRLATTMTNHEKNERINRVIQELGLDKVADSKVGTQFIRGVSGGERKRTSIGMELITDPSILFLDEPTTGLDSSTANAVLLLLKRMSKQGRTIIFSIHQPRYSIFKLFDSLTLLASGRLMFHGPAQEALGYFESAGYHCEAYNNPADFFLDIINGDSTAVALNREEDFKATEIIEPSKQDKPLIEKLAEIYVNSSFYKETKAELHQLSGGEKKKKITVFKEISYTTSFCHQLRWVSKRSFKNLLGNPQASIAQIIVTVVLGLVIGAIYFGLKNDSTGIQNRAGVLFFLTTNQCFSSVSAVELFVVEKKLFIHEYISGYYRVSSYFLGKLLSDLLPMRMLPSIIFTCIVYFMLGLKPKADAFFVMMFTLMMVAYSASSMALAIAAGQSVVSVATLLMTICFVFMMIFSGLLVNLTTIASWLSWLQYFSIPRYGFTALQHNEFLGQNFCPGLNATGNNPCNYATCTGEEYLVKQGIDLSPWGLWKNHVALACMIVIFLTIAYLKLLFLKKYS
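Assay system – ABCG2 IgMXP3 and barcoded ABCB1 CCRF-Adr cell mix · Input – 3 million cells/mL in well · Reagent – JC-1 fluorescent substrate · Compound – single test compound dose, 6.6 µM final · Timing – 10 min exposure at 25 °C with rotation, no wash · Detection – flow cytometry of retained JC-1 fluorescence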
Pf gametocyte: late stage P. falciparum gametocyte viability inhibitors, primary screen, ATP luminescence, HTS | P. falciparum stage V gametocytes, 24 h | inhibition, % at 10.9 µM | AID 743093, 2013 | hit rate 0.065% among 150,000;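 active = inhibition above the mean plus 3 SD of compounds within the control limits, set per campaign, cut at about 38% in these data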;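 note: 0% = DMSO wells and 100% = medium only without gametocytes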
Rac1 act GTP bind: GTP binding modulators of activated mutant Rac1, primary screen, biochemical, bead-based flow cytometry, multiplex, fluorescent GTP | Ras-related C3 botulinum toxin substrate 1 (Homo sapiens), P63000 | GST-Rac1 activated beads; actives lie on both sides; 100% means binding = to untreated wells | percent activity (GTP binding), % at 10 µM | hit rate 0.11% among 190,000 | AID 764, 2007;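 active = GTP binding at least 20 percentage points away from the 100% baseline, in either direction, so actives lie on both sides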
HRas wt GTP bind: modulators of GTP binding to HRas wildtype, primary screen, biochemical, bead-based flow cytometry, multiplex | GTPase HRas (Homo sapiens), P01112 | GST-Ras wt beads, Bodipy-FL-GTP binding; actives lie on both sides | GTP binding activity, % at 10 µM | hit rate 0.14% among 190,000;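 active = GTP binding activity at least 20% away from the 100% baseline, either lowered as inhibitor or raised as activator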;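 note: 0% = unlabeled GTP competition control and 100% = no-compound control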
Target sequence (P01112 whole entry, looked up): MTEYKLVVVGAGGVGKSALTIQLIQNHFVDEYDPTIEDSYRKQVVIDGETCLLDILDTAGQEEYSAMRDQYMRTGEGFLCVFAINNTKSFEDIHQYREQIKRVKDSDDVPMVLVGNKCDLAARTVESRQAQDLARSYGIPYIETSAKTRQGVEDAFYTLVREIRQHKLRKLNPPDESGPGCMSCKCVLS
Rab2 wt GTP: modulators of GTP binding to Rab2A wildtype, primary screen, biochemical, dog, bead-based flow cytometry, multiplex | GTP binding activity, % at 10 µM | GST-Rab2 wt beads, Bodipy-GTP binding | AID 760, 2007 | hit rate 0.19% among 190,000;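 active = GTP binding activity at least 20 points away from 100%, either lowered or raised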;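 note: 0% = beads with excess unlabeled GTP and 100% = no-compound control corrected for plate trend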
ABCB1 block: ABCB1 efflux pump inhibitors, primary screen, cell-based, multiplex, flow cytometry, ABCG2 counter-screen; ATP-dependent translocase ABCB1 (Homo sapiens), P08183; CCRF-Adr cells, JC-1 efflux; inhibition, % at 6.6 µM; hit rate 0.067% among 190,000; AID 1326, 2008; in the data active = inhibition above about 40%;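 note: 0% = vehicle and 100% = reference inhibitor; higher value means more JC-1 retained so stronger ABCB1 efflux block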
Rab7 wt GTP bind: modulators of GTP binding to Rab7, primary screen, biochemical, wildtype, multiplex bead flow cytometry | GST-Rab7 beads, fluorescent GTP binding; actives lie on both sides; untreated = 100%, excess cold GTP = 0% | GTP binding activity (percent of control), % at 10 µM | hit rate 0.055% among 190,000 | AID 758, 2007;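 active = fluorescent GTP binding to Rab7 beads changed by at least 20 points from the 100% baseline, either direction, mostly lower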;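 note: median green fluorescence of bound Bodipy-FL-GTP per Rab7 bead population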
Rac1 wt modul: wildtype Rac1 GTP binding modulators, primary screen, biochemical, GST-Rac1 beads, flow cytometry, multiplex | Ras-related C3 botulinum toxin substrate 1 (Homo sapiens), P63000 | fluorescent GTP binding; actives lie on both sides; 0 = cold GTP competed, 100 = untreated | GTP binding activity (% of control), % at 10 µM | hit rate 0.27% among 190,000 | AID 757, 2007;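 active = GTP binding activity at least 20 points away from the 100% control level, either lower or higher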
Cdc42 wt GTP: modulators of GTP binding to wildtype Cdc42, primary screen, biochemical, multiplex bead flow cytometry, Bodipy-GTP; percent activity (GTP binding), % at 10 µM; GST-Cdc42 beads; actives lie on both sides; Cell division control protein 42 homolog (Homo sapiens), P60953; hit rate 0.2% among 190,000;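 active = percent activity GTP binding at least 20 points away from the 100% baseline, either down as inhibitor or up as activator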;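 note: median bead fluorescence of bound Bodipy-FL-GTP at 100 nM; 0% = excess unlabeled GTP control and 100% = no compound control; below 100% means less GTP binding so inhibitor and above means activator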
Target sequence (P60953 whole entry, looked up): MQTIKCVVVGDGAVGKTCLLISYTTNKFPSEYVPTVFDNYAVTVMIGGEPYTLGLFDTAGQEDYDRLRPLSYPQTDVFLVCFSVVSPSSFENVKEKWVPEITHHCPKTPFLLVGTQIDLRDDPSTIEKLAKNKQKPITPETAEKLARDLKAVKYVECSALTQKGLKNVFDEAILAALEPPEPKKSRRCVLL
Avidin fluor: green autofluorescence of compounds with avidin beads – biophysical, 488/530 nm, flow cytometry, artefact control, profiling panel | compound fluorescence 488/530 nm; active compounds read high | fluorescence (KMESF) at 10 µM | hit rate 0.38% among 220,000 | AID 1775, 2009; in the data active = fluorescence above about 47; note: inactives centre near 10
Numbers without * were called inactive; x = no result given.

SMILES	GSH fluor	ABCG2 block	Pf gametocyte	Rac1 act GTP bind	HRas wt GTP bind	Rab2 wt GTP	ABCB1 block	Rab7 wt GTP bind	Rac1 wt modul	Cdc42 wt GTP	Avidin fluor
CCc1cc2c(N3CCN(c4ccccc4)CC3)ncnc2s1	26	6	x	98	99	96	0.8	97	102	100	12
CN(C)S(=O)(=O)N1CCCN(S(=O)(=O)N(C)C)CC1	25	1	20	99	102	103	0.4	107	100	101	8
CC(C)(C)C(=O)NC(=S)NNC(=O)c1sc2ccccc2c1Cl	7	-7	x	93	96	95	-0.9	99	95	94	5
CCOC(=O)c1c(CN2CCN(Cc3ccccc3)CC2)n(C)c2cc(Br)c(OC)cc12	46	10	x	97	101	96	4.2	98	106	100	12
Cc1nn(C)c(=S)n1-c1ccc(Cl)cc1	14	6	x	97	98	95	1.3	99	100	96	10
CC(=O)C1=C(O)C(=O)N(c2ccc(C)cc2)C1c1ccccn1 (stereo not given)	18	0	x	98	101	100	-0.3	101	102	102	x
Cc1ccc(NC(=O)C2CCCN(S(=O)(=O)c3cccs3)C2)cc1 (stereo not given)	18	5	6	95	98	98	0.6	102	96	97	10
CCCCN(CC)S(=O)(=O)c1ccc(C(=O)Nc2nnc(-c3cccs3)o2)cc1	23	2	x	98	101	99	0.2	101	99	97	35
CCNc1nc(C)c(CN(C(C)=O)c2ccccc2)nc1C#N	7	0	x	98	98	98	0.1	97	101	100	3
O=C(OCc1ccccc1)c1cn(-c2ccccc2)nc1-c1ccncc1	16	5	-20	95	97	96	0.7	96	96	94	9
Clc1ccc(N2N=C(c3cccs3)CC2c2ccco2)cc1 (stereo not given)	29	1	-6	96	100	100	0.3	98	100	101	15
N#CCCn1cc(C=C(C#N)C#N)c(-c2ccc(Cl)cc2)n1	9	11	x	93	94	95	-0.4	93	93	90	9
CCCC(=O)N=C1SC2CS(=O)(=O)CC2N1c1ccc(CC)cc1 (stereo not given)	32	2	x	97	96	97	0.3	97	96	99	13
COCCNC(=O)c1ccc(C2SCC(=O)N2Cc2ccco2)cc1 (stereo not given)	10	1	-16	96	97	97	0.3	102	98	96	10
Cc1nnc2n(C3CCCCC3)c(=O)c3c4c(sc3n12)COC(C)(C)C4	33	47	x	102	104	102	1.5	102	110	102	13
O=C(COc1ccc(Cl)cc1Cl)Nc1cccnc1	25	15	-4	95	98	95	0.2	96	100	96	10
O=C(NC(=S)NNC(=O)c1cccs1)c1ccco1	8	-4	9	100	97	98	-1.2	95	100	97	9
O=C(Cn1cnc2ccccc2c1=O)NCc1ccc2c(c1)OCO2	17	0	x	95	97	95	0.6	94	97	98	4
Cc1cc2c(OCC(O)CNC3CCCCC3)cccc2[nH]1 (stereo not given)	69	7	-5	92	91	93	1.6	102	91	89	7
Cc1cccc(Oc2ncnc(N)c2[N+](=O)[O-])c1	11	16	x	96	98	98	1.0	99	101	103	11
CCc1c(C(C)S(=O)(=O)c2ccc(C)cc2)[nH]c(=O)n1-c1ccc(C)cc1 (stereo not given)	25	5	x	103	99	100	0.8	96	105	103	20
COc1ccc(-c2nsc3c(N4CCCC4)ncnc23)cc1	15	12	3	100	101	100	1.3	99	105	100	6
Cc1sc2nc(C(C)C)nc(SCC(=O)NCc3ccco3)c2c1C	40	9	x	99	102	99	1.8	100	102	102	8
CC1CCN(C(=O)C2CCC(C)(C(=O)O)C2(C)C)CC1 (stereo not given)	17	3	x	101	102	102	0.7	104	105	103	17
CCOC(=O)N1CCN(C(=O)CN(c2ccc(Cl)c(C(F)(F)F)c2)S(C)(=O)=O)CC1	23	4	x	101	103	101	1.1	102	105	103	35

Single records (already shown). Screens in order: GSH fluor, ABCG2 block, Pf gametocyte, Rac1 act GTP bind, HRas wt GTP bind, Rab2 wt GTP, ABCB1 block, Rab7 wt GTP bind, Rac1 wt modul, Cdc42 wt GTP, Avidin fluor
Entry for CCCC(=O)N=C1SC2CS(=O)(=O)CC2N1c1ccc(CC)cc1 (stereo not given) → 32, 2, x, 97, 96, 97, 0.3, 97, 96, 99, 13
Entry for CCCCN(CC)S(=O)(=O)c1ccc(C(=O)Nc2nnc(-c3cccs3)o2)cc1 → 23, 2, x, 98, 101, 99, 0.2, 101, 99, 97, 35
Entry for Cc1ccc(NC(=O)C2CCCN(S(=O)(=O)c3cccs3)C2)cc1 (stereo not given) → 18, 5, 6, 95, 98, 98, 0.6, 102, 96, 97, 10
Entry for CCOC(=O)c1c(CN2CCN(Cc3ccccc3)CC2)n(C)c2cc(Br)c(OC)cc12 → 46, 10, x, 97, 101, 96, 4.2, 98, 106, 100, 12
Entry for N#CCCn1cc(C=C(C#N)C#N)c(-c2ccc(Cl)cc2)n1 → 9, 11, x, 93, 94, 95, -0.4, 93, 93, 90, 9

Additional entries follow.
SMILES	GSH fluor	ABCG2 block	Pf gametocyte	Rac1 act GTP bind	HRas wt GTP bind	Rab2 wt GTP	ABCB1 block	Rab7 wt GTP bind	Rac1 wt modul	Cdc42 wt GTP	Avidin fluor
O=C(Cn1nnc(-c2ccc(Cl)cc2)n1)NC1CC2CCC1C2 (stereo not given)	49	1	x	97	97	97	0.5	96	98	95	1
O=C(COc1ccccc1)NC(NC(=S)Nc1ccccc1O)C(Cl)(Cl)Cl (stereo not given)	11	0	8	96	99	96	0.0	99	99	100	39
CC(C)C(=O)NCc1cc(-c2ccccc2)no1	11	-1	8	93	97	96	0.0	98	97	96	6
C=CCSc1ncc(C(=O)OCC)c(N)n1	12	-1	-5	98	93	95	-0.2	93	99	95	13
COc1ccc(NC(=O)C(NC(C)=O)C(=O)NCc2ccccc2)cc1 (stereo not given)	21	0	x	100	105	105	0.2	104	104	106	16
Cc1ccc(NC(=S)Nc2ncccc2C)c(C)c1	20	10	x	99	101	104	1.3	97	102	104	9
O=C(COc1ccc(Cl)c(Cl)c1)NN1C(=O)C2C(C1=O)C1C=CC2C12CC2 (stereo not given)	8	6	-13	92	94	96	0.2	102	95	94	9
Cc1ccc2c(CSc3nnc(C4CC4)n3N)cc(=O)oc2c1	262*	0	x	100	106	104	-0.2	106	113	102	9
CCCC[C@@H]1CNC(=S)N1CCC12CC3CC(CC(C3)C1)C2	20	2	x	96	99	98	0.6	106	97	96	4
CC(C)=CC(=O)Nc1nnc(C)s1	25	3	x	101	101	100	0.6	100	102	100	15
Cc1cc(=O)n2c(ccc3ccccc32)c1C#N	9	4	x	98	101	101	0.2	100	104	100	11
COc1ccccc1CNC(=O)CN1C(=O)C(C)N(c2ccc(C)cc2)C1=O (stereo not given)	29	8	-10	99	99	101	-0.2	100	99	100	15
CCOC(=O)N1CCN(C(=O)Nc2ccc(NC(=O)N3CCN(C(=O)OCC)CC3)cc2)CC1	15	-2	-20	94	99	97	-0.7	108	95	97	8
O=C(NCCCN1CCCC1=O)c1ccc2c(c1)NC(=O)c1ccccc1S2	21	1	x	102	100	100	0.3	101	107	105	7
CCn1c(C)cc(/C=C2/NC(=O)N(CC(=O)Nc3cccc(C)c3)C2=O)c1C	23	0	x	100	100	101	0.8	100	104	99	16
Cc1c(C(=O)OCC(=O)NCCN2C(=O)CSC2=O)oc2c1ccc1ccccc12	5	2	-24	96	98	100	0.8	97	102	99	1
COC(C)(C)[C@]12CC(O)(c3ccccc3)ON1[C@H]1CCCCC1N2O (stereo not given in full)	24	2	x	96	97	98	0.5	94	96	97	7
COc1ccc(OC(=O)c2cccnc2)cc1	22	-4	-28	101	103	103	-0.1	97	108	106	28
CCCCCNC(=O)C(C)NS(=O)(=O)c1ccc(OC)cc1 (stereo not given)	18	1	-3	94	95	92	0.3	96	99	92	35
COCCNC(=O)C1CCCN(c2ncccn2)C1 (stereo not given)	34	1	x	92	97	98	0.1	97	97	99	14
O=C(COC(=O)c1ccccn1)Nc1ccccc1Cl	22	1	11	98	97	97	0.2	98	102	99	35
Cc1cc2cc(C(c3nnnn3C(C)(C)C)N(Cc3ccco3)CC3CCCO3)c(=O)[nH]c2cc1C (stereo not given)	24	3	-5	98	97	98	2.1	97	99	99	13
CCC(C)Sc1nc2c(cnn2-c2ccccc2)c(=O)[nH]1 (stereo not given)	18	3	x	100	100	101	0.5	101	104	104	5
Cc1sc2ncn(CC(=O)NCCCC(=O)N3CCN(c4ccccc4)CC3)c(=O)c2c1C	21	6	x	97	102	99	0.7	100	105	102	25
CCC(CO)NCc1cc(OC)c(OCC(=O)NCCc2ccccc2)cc1Br (stereo not given)	10	2	-2	104	100	99	0.5	99	105	102	3
CC/C(=N/Nc1ccccc1C)c1cnnc(SC)n1	9	0	-7	96	100	98	0.1	97	97	95	3
CC(C)(CO)NCC(O)Cn1cc(C=O)c2ccccc21 (stereo not given)	22	5	-22	97	98	103	1.5	103	100	102	9
COc1cc(OC)cc(C(=O)NCC(=O)OCC(=O)N2CC(C)CC(C)C2)c1 (stereo not given)	17	2	11	94	100	100	0.7	102	96	95	25
O=C(c1ccco1)N1CCN=C1SCc1cccc(Cl)c1	12	2	x	98	97	97	0.1	100	101	99	5
c1nnn(C23CC4CC(CC(C4)C2)C3)n1	51	-1	x	93	94	93	0.0	97	96	95	9

Structures listed above that bear a hit mark in GSH fluor.
structure | GSH fluor | ABCG2 block | HRas wt GTP bind | Rab2 wt GTP | Rab7 wt GTP bind | Cdc42 wt GTP | Avidin fluor
Cc1ccc2c(CSc3nnc(C4CC4)n3N)cc(=O)oc2c1 | 262* | 0 | 106 | 104 | 106 | 102 | 9

Two entries from above, with two lines to a compound:
Second line of a record – GSH fluor, ABCG2 block, Pf gametocyte, Rac1 act GTP bind, HRas wt GTP bind, Rab2 wt GTP, ABCB1 block, Rab7 wt GTP bind, Rac1 wt modul, Cdc42 wt GTP, Avidin fluor
> O=C(c1ccco1)N1CCN=C1SCc1cccc(Cl)c1
  12, 2, x, 98, 97, 97, 0.1, 100, 101, 99, 5
> c1nnn(C23CC4CC(CC(C4)C2)C3)n1
  51, -1, x, 93, 94, 93, 0.0, 97, 96, 95, 9
